Source: PubChem (several laboratories)
HePTP inh: inhibitors of human HePTP phosphatase, primary screen, biochemical, absorbance, leukemia target; recombinant HePTP phosphatase activity, OD absorbance; Tyrosine-protein phosphatase non-receptor type 7 (Homo sapiens), P35236; AID 521, 2006; inhibition, % at 20 µM; 0.64% of 110,000 active; in the data active = inhibition above about 50%;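 also: plate controls were vehicle for no effect and reference inhibitor for full effect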
Target sequence (P35236 whole entry, looked up): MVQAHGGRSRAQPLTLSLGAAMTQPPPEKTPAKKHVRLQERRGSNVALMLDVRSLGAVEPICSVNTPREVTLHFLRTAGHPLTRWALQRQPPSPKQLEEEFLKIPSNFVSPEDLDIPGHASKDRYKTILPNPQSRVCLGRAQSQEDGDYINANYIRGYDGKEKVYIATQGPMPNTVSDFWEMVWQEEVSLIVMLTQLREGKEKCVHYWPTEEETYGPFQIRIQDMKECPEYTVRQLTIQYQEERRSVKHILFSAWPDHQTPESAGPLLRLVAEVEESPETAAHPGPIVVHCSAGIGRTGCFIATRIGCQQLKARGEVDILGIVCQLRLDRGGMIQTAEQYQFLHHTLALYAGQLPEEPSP
BAP1 inh: inhibitors of BAP1 deubiquitinase, primary screen, biochemical, Ub-AMC fluorescence, kinetic; activity remaining (% of control), % at 20 µM; Ubiquitin carboxyl-terminal hydrolase BAP1 (Homo sapiens), Q92560; 0.48% of 72,000 active; recombinant BAP1, Ub-AMC hydrolysis fluorescence kinetic; stronger effect = lower value;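 active = activity remaining at or below 50% of control, provided the compound also passes the data quality filters; inactive = the rest, including low values that fail the filters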;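 also: 100% = DMSO wells rate and 0% = substrate alone blank rate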
Target sequence (Q92560 whole entry, looked up): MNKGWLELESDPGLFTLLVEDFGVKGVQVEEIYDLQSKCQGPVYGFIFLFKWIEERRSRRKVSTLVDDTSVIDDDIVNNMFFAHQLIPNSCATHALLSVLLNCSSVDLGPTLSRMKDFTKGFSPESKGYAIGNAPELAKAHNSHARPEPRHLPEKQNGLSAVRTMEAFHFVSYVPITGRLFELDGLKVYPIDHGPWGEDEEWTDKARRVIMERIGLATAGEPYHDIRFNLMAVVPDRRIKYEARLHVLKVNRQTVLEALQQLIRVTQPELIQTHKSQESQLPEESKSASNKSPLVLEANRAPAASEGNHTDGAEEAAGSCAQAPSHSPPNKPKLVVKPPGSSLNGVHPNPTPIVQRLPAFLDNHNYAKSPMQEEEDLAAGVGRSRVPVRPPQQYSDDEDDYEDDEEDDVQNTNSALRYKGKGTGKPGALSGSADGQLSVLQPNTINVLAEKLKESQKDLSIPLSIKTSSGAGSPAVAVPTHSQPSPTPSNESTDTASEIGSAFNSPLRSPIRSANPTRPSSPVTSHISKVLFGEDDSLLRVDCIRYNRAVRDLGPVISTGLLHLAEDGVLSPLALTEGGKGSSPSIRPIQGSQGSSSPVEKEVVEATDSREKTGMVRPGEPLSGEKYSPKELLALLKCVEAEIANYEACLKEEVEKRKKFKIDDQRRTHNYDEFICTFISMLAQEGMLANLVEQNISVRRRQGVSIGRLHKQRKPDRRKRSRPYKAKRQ
Numbers without * were called inactive; nt = not tested or not shown; & = joins results of further samples.

SMILES	HePTP inh	BAP1 inh
Cn1c2c(c(=O)n(C)c1=O)C(c1ccc(OCc3ccccc3)cc1)C1=C(N2)c2ccccc2C1=O (stereo not given)	5	nt
COc1cc(CN2CCN(S(C)(=O)=O)CC2)cc(OC)c1OC	-8	nt
Cc1cccc(C(C)C)c1NC(=O)C1COc2ccccc2O1 (stereo not given)	-12	nt
COC(=O)CCN(c1ccccc1)S(=O)(=O)c1ccc(OC)cc1	-3	87
O=C(CCC1CCCCC1=O)c1ccccc1 (stereo not given)	-2	88
COc1ccccc1NC(=O)CN1CCN(S(=O)(=O)c2ccc(Br)cc2)CC1	-1	85
CS(=O)(=O)N(CC(=O)NCc1ccc2c(c1)OCO2)Cc1ccc(Cl)cc1	-7	125
CCSc1nnc(C)n1-c1ccc(C(=O)O)cc1	7	101
COc1ccc2sc(NC(=O)CC(C)C)nc2c1	3	84
Cc1onc(-c2c(F)cccc2Cl)c1C(=O)N(C)C1CCS(=O)(=O)C1 (stereo not given)	5	nt
O=C(Oc1ccccc1)Oc1ccc2oc(=O)sc2c1	nt	129
COc1ccc(CC(=O)Nc2cccc(-c3nc4ncccc4o3)c2)cc1OC	6	nt
O=C(Nc1ccccc1)OCC1CCCN2CCCCC12 (stereo not given)	4	nt
Cc1ccccc1C(=O)NN1C(=O)CSC1=S	3	nt
COC(=O)Nc1ccc(S(=O)(=O)N2CCCc3ccccc32)cc1	3	102
Cn1c(-c2ccc3c(c2)OCO3)cnc1N	7	76
Cn1c(C(=O)NCCCN2CCCC2=O)cc2c(=O)n(C)c3ccccc3c21	-2	102
Cc1nn(C)c(C)c1CNC(=O)c1cc2n(n1)C(C(F)(F)F)CC(c1cccs1)N2 (stereo not given)	1	100
O=C1Nc2ccc(S(=O)(=O)NCc3ccccn3)c3cccc1c23	3	165
CCOC(=O)C1(c2csc(N)n2)COC(=O)C1 (stereo not given)	1	nt
CNC(=S)NCCc1ccc(OC)c(OC)c1	-19	nt
CC(C)OCCCNC(=O)c1ccc(N(C)S(C)(=O)=O)cc1	0	95
Cc1nc2ccc(C(=O)O)cc2c2c1CC(C)S2 (stereo not given)	14	487
O=C(CC1=NCCNC(c2ccccc2)C1)c1ccccc1O (stereo not given)	0	75
[O-][n+]1c2c(nn1-c1ccccc1Cl)-c1nonc1CC2	5	103&56

Next part.
SMILES	HePTP inh	BAP1 inh
O=C(CCCC(=O)N(CC(=O)NC1CCCC1)Cc1ccc2c(c1)OCO2)Nc1ccccn1	4	110
C/C(=N\NC(=O)CSc1nc2ccccc2n1Cc1ccccc1)c1ccco1	10	nt
COc1cccc(C2CC(c3ccc(C)cc3)n3ncnc3N2)c1 (stereo not given)	4	nt
O=S(=O)(c1cccc2c(I)cccc12)N1CCCNCC1	nt	100
Cc1cc(C)n(-c2cc(Nc3ccccc3)nc(-c3ccccc3)n2)n1	5	nt
CC1(C)CNC(=O)CC(C)(C)N1	nt	79
O=P(OCCN1CCOCC1)(c1ccccc1)c1ccccc1	9	nt
O=c1[nH]c(SCc2ccccc2)nnc1-c1ccccc1	2	nt
COc1ccc(Cl)cc1C(=O)Nc1ccc(OC(F)(F)F)cc1	5	nt
Cc1ccc(S(=O)(=O)Nc2cccc3ccc[n+](C)c23)cc1	5	nt
O=C1N/C(=N\Nc2ccc([N+](=O)[O-])cc2)S/C1=C/c1ccccc1	-1	nt
COc1ccc(-c2ccc(-c3noc(-c4ccco4)n3)c(OC)n2)cc1	-4	65
COc1ccc(C2C3=C(CC(C)(C)CC3=O)Oc3ncn(Cc4ccco4)c(=N)c32)cc1 (stereo not given)	6	87
COc1ccc(/C=C2/SC(=O)N(CNc3ccc(I)cc3)C2=O)cc1	-15	nt
O=C(COc1ccc(S(=O)(=O)N2CCCC2)cc1)NCCC1=CCCCC1	6	133
CCc1ccccc1NS(=O)(=O)c1ccc(SC)cc1	3	108
NC(=O)c1ccc(-n2nnnc2SCC(=O)Nc2ccc(N3CCOCC3)c(Cl)c2)cc1	10	76
CCN(C(=O)c1ccccc1[N+](=O)[O-])c1ccccc1	4	nt
CCCc1[nH]nc2c1C1(C(=O)N(CC)c3ccccc31)C(C#N)=C(N)O2 (stereo not given)	-5	95
CCn1c(N)c(C(=O)NCCCOC)sc1=S	10	83
C=CCn1c(O)c(N=NC(=O)c2ccc3ccccc3n2)c2ccccc21	-8	nt
Cc1cc(C)c2oc(-c3cccc(NC(=O)c4cccc5ccccc45)c3)nc2c1	2	nt
O=C(/C=C/c1ccc(Cl)cc1Cl)NCc1ccncc1	4	nt
Cc1cc(=O)oc2cc(OCC(=O)c3ccc(Cl)cc3)ccc12	11	nt
CCOC(=O)CSc1nc2sc(C)c(C)c2c(=O)n1C	10	123

The results go on.
SMILES	HePTP inh	BAP1 inh
COc1cc(C2N(c3ccccc3)CCN2c2ccccc2)ccc1OC(C)=O	-4&-3	81
N#C/C(=C\c1cccc(O)c1)C(=O)NCC1CCCO1 (stereo not given)	9	nt
CCOc1c(Br)cc(CNc2ncn[nH]2)cc1OC	7	76
COc1ccc(Br)cc1/C=N/OC(C)=O	2	nt
Cc1cc(NS(=O)(=O)c2ccc(Nc3nc(-c4cccs4)cs3)cc2)no1	13	nt
Cc1ccc(NC(=O)C2(N(CC(C)C)C(=O)Cn3nnnc3N)CCCCC2)cc1	6	114
Cc1cn(S(=O)(=O)c2cc(Cl)ccc2Cl)cn1	10	nt
CN1C(=O)/C(=C/c2ccccc2F)SC1=S	-10	nt
CC1(C)Cc2c(sc(NC(=O)COc3ccccc3)c2C#N)CS1	10	nt
CC(C)(C)OC(=O)N1CC=C2C(C#N)=C(N)C(C#N)(C#N)C(c3cccs3)C2C1 (stereo not given)	1	nt
CCOc1ccc2cc(C(N)=O)c(=O)oc2c1	nt	658
Nc1cccc(S(=O)(=O)c2cccc(N)c2)c1	4	127
CCn1c(O)c(C=Nc2ccccc2)oc1=S	8	89
COc1cccc(NC(=O)c2c(-c3ccccc3Cl)noc2C)c1	0	nt
COc1ccc(OC)c(NC(=O)c2ccc(-c3ccc(C)c(Cl)c3)o2)c1	-18	nt
COc1cc(C(=O)NCc2nnc(SCC(=O)Nc3cccc(C)c3)o2)cc(OC)c1OC	1	123
CSc1cccc(NC(=O)C2CCN(S(C)(=O)=O)CC2)c1	11	54
CCOc1ccccc1C(=O)NC(C)c1ccc2c(c1)OCO2 (stereo not given)	12	79
O=C(OCCOc1ccc(Br)cc1)c1cnccn1	-7	106
O=C(CN1C(=O)CSc2ccccc21)Nc1ccc2c(c1)OCCO2	-6	81
O=[N+]([O-])c1cc([N+](=O)[O-])c(Nc2ccccn2)nc1Nc1ccccn1	5	nt
COc1ccc(Cc2nnc(N)s2)cc1	0	nt
Cc1c(C(=O)N2CCOCC2)sc2ncn(CC(=O)N3CCC(C)CC3)c(=O)c12	10	79
O=c1[nH]nc(SCc2c(F)cccc2Cl)c(=O)[nH]1	-18	nt
COc1ccc(CNC(=O)c2cnn3c(C(F)F)cc(C)nc23)cc1OC	6	99

Next section:
SMILES	HePTP inh	BAP1 inh
COc1ccc(N(CC(=O)NCC2CCCO2)S(=O)(=O)c2ccccc2)cc1 (stereo not given)	8	nt
O=C(Oc1ccccc1)N1CCN(c2ccc(F)cc2)CC1	4	96
O=[N+]([O-])c1cccc(NN=C2CCCC2)c1	8	nt
CCCOC(=O)c1ccc(NC(=O)C2CCCO2)cc1 (stereo not given)	7	58
CCOC(=O)c1ccc(-n2[nH]c(-c3ccccc3)cc2=O)cc1	16	nt
Cc1cc(C)nc(-n2nc(C)cc2Nc2ccccc2)n1	7	59
N#CC1=C(N)SC(N)=C(C#N)C1c1cccc(Cl)c1	-3	nt
COc1ccc(CN2CCN(C3CCCC(C)C3)CC2)c(OC)c1OC (stereo not given)	5	nt
COc1ccc(OC)c(NC(=O)COc2ccc(S(=O)(=O)NC(C)C)cc2)c1	11	84
CC(C)CSc1nc2ccccc2[nH]1	nt	126
Cc1ccccc1S(=O)(=O)Nc1nc2ccccc2nc1N1CCOCC1	-4	62
O=C(Nc1cccnc1)c1ccc2c(c1)OCO2	-3	88
O=C(Nc1nc(-c2ccccc2)c(-c2ccccc2)s1)c1ccccc1F	3	nt
COc1ccc2c(CCNC(=O)c3ccco3)c[nH]c2c1	1	100
CCOC(=O)c1ccc(NC2C=CS(=O)(=O)C2)cc1 (stereo not given)	0	nt
Cc1ccc(NCc2nnc(SCCN3CCCCC3)n2CC2CCCO2)cc1Cl (stereo not given)	10	106
Cc1ccc(N(CC(=O)NCCSc2ccc(Cl)cc2)S(C)(=O)=O)cc1	1	nt
O=C(Nc1nc(-c2ccc(Cl)c(Cl)c2)cs1)c1ccc(S(=O)(=O)N2CCOCC2)cc1	12	nt
COc1ccccc1N1CCN(C2CC(=O)N(c3cc(Cl)cc(Cl)c3)C2=O)CC1 (stereo not given)	-8	nt
Cc1ccc(N(CC(=O)N2CC(=O)Nc3ccccc32)S(=O)(=O)c2ccc3c(c2)OCCO3)cc1	3	nt
O=C(N/N=C/c1ccc(F)cc1)C(=O)Nc1cccc(Cl)c1	11	nt
Cc1oc(-c2ccccc2)cc1C(=O)Nc1ccc(N(C)C)cc1	6	nt
Cc1[nH]n(-c2ccccc2)c(=O)c1/C=N/O	2	nt
Cc1occc1C(=O)NCc1cccs1	8	90
CC(=O)OC(=C(Cl)Cl)c1ccc(C(OC(C)=O)=C(Cl)Cl)cc1	nt	100

Arranged by value in HePTP inh (rising): three from the list above
SMILES	HePTP inh	BAP1 inh
O=C(Oc1ccccc1)N1CCN(c2ccc(F)cc2)CC1	4	96
CCCOC(=O)c1ccc(NC(=O)C2CCCO2)cc1 (stereo not given)	7	58
COc1ccc(N(CC(=O)NCC2CCCO2)S(=O)(=O)c2ccccc2)cc1 (stereo not given)	8	nt

Other records
SMILES	HePTP inh	BAP1 inh
Cc1nn(-c2ccccc2)c(C)c1/C=N/O	5&5	96
COc1ccc(NC(=O)CSc2ccccn2)cc1	5	nt
COc1ccc2c(c1)CCc1c(C(=O)N3CCc4ccccc4C3)noc1-2	6	114
Cc1nnc(SCC(=O)n2c3c(c4ccccc42)CCCC3)s1	4&-12	80
CCCNC(=O)c1cc(-c2ccc(Br)cc2)on1	2	100
CCOc1ccc(-c2nnn(CC(=O)Nc3ccccc3OC)n2)cc1OCC	-1	81
CC1=C(c2ccc(Cl)cc2)[N+](=O)C(C)(C)N1[O-]	9	108
Clc1ccc(OCc2nn3c(-c4ccncc4)nnc3s2)cc1	5	95
Cc1cc(NC(=O)c2ccc(-c3ccc([N+](=O)[O-])cc3C)o2)ccc1NC(=O)c1ccco1	-1	nt
Cc1ccc(N2CCN(S(=O)(=O)N(C)C)CC2)c(C)c1	16	100
Cc1ccccc1NC(=O)CN1CCC(NC(=O)Nc2ccccc2)CC1	1	89
CNC1(C)C2CCC(C2)C1(C)C (stereo not given)	nt	95
CCN(CC)C(=O)CSc1nnc(-c2ccccn2)n1-c1ccc(C)c(C)c1	0	142
O=C(Nc1cccnc1)c1ccc(COc2ccccc2Br)o1	7	93
O=C1COc2ccc(C(=O)COC(=O)C3CCN(S(=O)(=O)c4cccs4)CC3)cc2N1	8	80
COc1ccccc1OCC(=O)Nc1cccc(-c2nc3ccccc3o2)c1	12	90
CCC1=C/C(=C/N(C)c2ccccc2)C(=O)S1	9	96
CCOC(=O)c1nn(-c2sc(C(=O)OC)c(C)c2C(=O)OC)cc1O	9	110
O=C(Cc1cccs1)N(c1ccc(Cl)cc1)C1C=CS(=O)(=O)C1 (stereo not given)	-8	84
O=C(CCc1ccccc1)Nc1c[nH]c(=O)[nH]c1=O	6	nt
Cc1ccc(-c2nc3ncccc3o2)cc1NC(=O)c1ccco1	0&8	90
COC(=O)c1ccc(CSc2nnc(-c3c[nH]c4ccccc34)n2C)o1	4	96
Nc1nnnn1CC(=O)OCC(=O)c1ccccc1	1	nt
CN(CC(=O)Nc1nc2ccccc2s1)S(=O)(=O)c1ccccc1	5	138
O=C1c2ccccc2C(Nc2ccc3nc(-c4cccnc4)[nH]c3c2)N1Cc1ccco1 (stereo not given)	0	85
Cc1cc(-c2nc3ncccc3o2)ccc1NC(=O)CC(C)C	0	132

Among those listed so far, these contain an aryl thioether with sulfur outside any ring.
SMILES	HePTP inh	BAP1 inh
CCSc1nnc(C)n1-c1ccc(C(=O)O)cc1	7	101
C/C(=N\NC(=O)CSc1nc2ccccc2n1Cc1ccccc1)c1ccco1	10	nt
O=c1[nH]c(SCc2ccccc2)nnc1-c1ccccc1	2	nt
CCc1ccccc1NS(=O)(=O)c1ccc(SC)cc1	3	108
NC(=O)c1ccc(-n2nnnc2SCC(=O)Nc2ccc(N3CCOCC3)c(Cl)c2)cc1	10	76
CCOC(=O)CSc1nc2sc(C)c(C)c2c(=O)n1C	10	123
COc1cc(C(=O)NCc2nnc(SCC(=O)Nc3cccc(C)c3)o2)cc(OC)c1OC	1	123
CSc1cccc(NC(=O)C2CCN(S(C)(=O)=O)CC2)c1	11	54
O=c1[nH]nc(SCc2c(F)cccc2Cl)c(=O)[nH]1	-18	nt
CC(C)CSc1nc2ccccc2[nH]1	nt	126
Cc1ccc(NCc2nnc(SCCN3CCCCC3)n2CC2CCCO2)cc1Cl (stereo not given)	10	106
Cc1ccc(N(CC(=O)NCCSc2ccc(Cl)cc2)S(C)(=O)=O)cc1	1	nt
COc1ccc(NC(=O)CSc2ccccn2)cc1	5	nt
Cc1nnc(SCC(=O)n2c3c(c4ccccc42)CCCC3)s1	4&-12	80
CCN(CC)C(=O)CSc1nnc(-c2ccccn2)n1-c1ccc(C)c(C)c1	0	142
COC(=O)c1ccc(CSc2nnc(-c3c[nH]c4ccccc34)n2C)o1	4	96
